mcGAS MS inh: blocks mouse cGAS cGAMP production. Q8C6L5. recombinant mouse cGAS, cGAMP by RapidFire MS. inhibition, % at 12.5 µM. 0.18% of 130,000 active;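 active means inhibition of cGAS enzyme activity at or above 60%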;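 further: enzyme stimulated by 45 bp dsDNA with ATP and GTP substrates; cGAMP share of summed cGAMP plus half ATP and half GTP signals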
Target sequence (Q8C6L5 whole entry, looked up): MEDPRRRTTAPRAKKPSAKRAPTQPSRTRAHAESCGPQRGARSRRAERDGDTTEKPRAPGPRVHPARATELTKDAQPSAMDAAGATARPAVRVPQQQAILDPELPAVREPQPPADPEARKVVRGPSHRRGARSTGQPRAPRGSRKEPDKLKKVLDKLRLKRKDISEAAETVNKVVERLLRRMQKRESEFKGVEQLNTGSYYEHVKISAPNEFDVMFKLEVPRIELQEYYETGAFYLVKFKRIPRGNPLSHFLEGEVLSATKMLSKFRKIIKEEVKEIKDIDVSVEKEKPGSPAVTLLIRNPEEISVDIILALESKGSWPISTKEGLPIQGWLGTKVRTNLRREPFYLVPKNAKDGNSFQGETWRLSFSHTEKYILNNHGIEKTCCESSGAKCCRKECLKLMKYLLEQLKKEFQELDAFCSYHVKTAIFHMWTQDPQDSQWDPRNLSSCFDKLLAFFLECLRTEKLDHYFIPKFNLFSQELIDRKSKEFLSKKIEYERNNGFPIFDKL
Starred values were filed as active, the others as inactive; & = joins results of further samples. Not all compounds are listed, so the mix of outcomes need not match the whole.

#	structure	mcGAS MS inh
1	CC1CCCCC1Nc1ccc(S(=O)(=O)N2CCOCC2)cn1 (stereo unspecified)	-11
2	Cc1noc(C)c1CN(C)C(=O)C1(NC(=O)OC(C)(C)C)CCC(C)CC1 (stereo unspecified)	4
3	Cc1cc(-n2cnnc2C2CCOCC2)n(C)n1	-8
4	CCOCc1ccc(CNC(=O)CN2CCN(C)CC2C)cc1 (stereo unspecified)	-9
5	CC1CCCN(C(=O)c2ccc(S(=O)(=O)N3CCCCC3)cc2)C1 (stereo unspecified)	-3
6	O=S(=O)(c1ccc2c(c1)CCN2)N1CCCC1	1
7	CCCn1c(=O)c2c(nc3n(CC4CCCO4)c(C)cn23)n(C)c1=O (stereo unspecified)	-10
8	COc1ccc(OC)c(-c2ccc(=O)n(CCNC(=O)Nc3ccccc3)n2)c1	-6
9	CC(C)OCCCNc1ncnc2[nH]ncc12	-6
10	CC1=CCC2C3OC(c4ccccc43)C2C1 (stereo unspecified)	-3
11	CCCCSc1nc2c(c(=O)n(C)c(=O)n2C)n1Cc1ccccc1	1
12	CCSCCOC(=O)C1=C(C)N(C)C(=O)NC1c1cc(Cl)c(O)c(OC)c1 (stereo unspecified)	19
13	COc1ccc(C(=O)N(C)C)cc1S(=O)(=O)N1CCOCC1	-4
14	O=C(O)c1cccnc1CN1CCCCC1CCN1CCOCC1 (stereo unspecified)	-17
15	COC(=O)c1cccc(S(=O)(=O)N(CCC#N)Cc2ccco2)c1	-6
16	Cc1nnc(SCCCNC(=O)c2cccc(-n3cccn3)c2)s1	-9
17	CCOC(=O)CNC(=O)Cn1cnc2c(nnn2Cc2ccccc2)c1=O	6
18	O=C(NC1CCCN(c2ncccn2)C1)c1sccc1Cl (stereo unspecified)	-8
19	CCC(=O)Oc1ccc(/C(CC)=C(\CC)c2ccc(OC(=O)CC)cc2)cc1	-3
20	O=C(Cn1ncc(Cl)c(Cl)c1=O)Nc1ccc2ccccc2c1	4
21	CC(=O)NCCNc1nc2cc(-c3cscc3C)sc2c(=O)n1C	-15
22	CCOC(=O)C1(Cc2cccc(OC)c2)CCN(Cc2ccc(C)s2)CC1	-19&-6
23	Cc1ccc2nc(CCNC(=O)c3cc(=O)[nH]c4ccccc34)[nH]c2c1	-1
24	O=C(NC1CCc2c(O)cccc21)C1CC1c1cccnc1 (stereo unspecified)	-2
25	Fc1cnccc1N1CCN(Cc2ccccc2OC(F)F)CC1	-23
26	O=C(c1cnc2ccccc2n1)N1CCCCC1CCO (stereo unspecified)	-18
27	CC(=O)Oc1ccccc1CN1C(=O)C(CCc2ccccc2)ON=C1c1cnccn1 (stereo unspecified)	-7
28	CC(c1cccc(-c2ccc3ncccc3c2)c1)N(C)C (stereo unspecified)	-8
29	CCC(=O)N(c1nnc(SCC(=O)c2ccc(Cl)s2)s1)C1CC1	-3
30	N#Cc1ccccc1CN1CCN(c2nc(C(=O)Nc3ccccc3)co2)C1=O	-6
31	O=C1CCC(=O)N1Oc1c(F)c(F)c(C(F)(F)F)c(F)c1F	-1
32	Nc1c(-n2nnc(-c3cccs3)n2)c(=O)[nH]c2sc3c(c12)CCC3	-22
33	CC(C)CCN(CCC#N)C(=O)c1nccc2ccccc12	2
34	CCCc1noc2nc(C3CC3)cc(C(=O)NC3CCCN(C)C3)c12 (stereo unspecified)	-16
35	O=C(Nc1ccc(Cl)nc1)N1CCC(COCc2ccccc2)C1 (stereo unspecified)	-7
36	COc1ccc2cc(CN(C)c3ccc(C#N)cn3)ccc2c1	-8
37	CC(O)CN(CC(C)O)C(=O)/C=C/c1cn(S(=O)(=O)c2cccc3ccccc23)c2ccccc12 (stereo unspecified)	0
38	Cc1cc(C)c2sc(N(CCN3CCOCC3)C(=O)c3cccs3)nc2c1	-4
39	COCCCN(C(=O)C(C)C)c1cccc(NC(=O)C(C)C)c1	-33
40	COCC(=O)N1CCC(Nc2ccnc3ccc(Cl)cc23)CC1	-6
41	C=CCNC(=O)N1CCOCC1CC(O)c1ccccc1 (stereo unspecified)	0
42	CC(=O)Nc1ccc(CNc2nc3cc(-c4ccccc4C)sc3c(=O)n2C)cc1	4
43	Cc1cccnc1C(C)NC(=O)c1cccc2c1NCCC2 (stereo unspecified)	-5
44	Cc1nnc(-c2ccccc2-c2cccc(CN3CCOCC3)c2)o1	-13
45	CCOC(=O)C1(Cc2cccc(Cl)c2)CCCN(C(=O)c2ccc(COC)s2)C1 (stereo unspecified)	-7
46	CS(=O)(=O)/C(C#N)=C/c1cc(Br)ccc1OCc1ccccc1	3
47	Oc1ccc(CCNc2nccc(C3CCCC3)n2)cc1	-1
48	CC(CCC(C)C)=NNC(=O)Cc1cn2ccsc2n1	-2
49	O=C(NCCC1CN(Cc2ccco2)CCO1)C(=O)N1CCCC1 (stereo unspecified)	-15
50	Cc1ccc2[nH]ncc(=O)c2c1	-1
51	Cc1nn(C(C)C)c(C)c1NC(=O)N(Cc1ccccn1)C(C)C	-8
52	O=C(NCCCO)Nc1c(F)cc(F)cc1-c1ccccc1	-7
53	CCS(=O)(=O)n1nc(-c2ccco2)nc1N	9
54	CCCC(=O)C1=C(c2ccc(OCC)cc2)N(C(=O)CCC)n2c(CC)nnc2S1	-10
55	Cn1cc(CCC(=O)Nc2ccc3c(c2)S(=O)(=O)C=C3)cn1	-3
56	O=C(CN1CCN(S(=O)(=O)c2ccc3c(c2)CCC3)CC1)N1CCCC2CCCCC21 (stereo unspecified)	0
57	FC(F)(F)c1cc(-c2ccccc2)nc(-n2cc(Cl)cn2)n1	-3
58	Cc1ccc2c(c1)C(O)(CC(=O)/C=C\c1ccccc1)C(=O)N2 (stereo unspecified)	23
59	C=CCNC(=O)NC1CC(=O)N(CCc2cccc(Cl)c2)C1 (stereo unspecified)	-9
60	COCCn1c(N)c(Sc2ccc(Cl)cc2)c(=O)[nH]c1=O	22

Other results
#	structure	mcGAS MS inh
61	CCOc1c(Br)cc(F)cc1NC(=O)c1cccc(C)n1	-6
62	CN1CCC(Cc2noc(CCc3nc4cccnc4n3C)n2)CC1	-19
63	N#Cc1cc(Cl)ccc1N1CCC(C(=O)Nc2ncccn2)CC1	-1&8
64	COc1ccc(OCCCN2CCc3ccccc3C2)cc1	-2
65	CCS(=O)(=O)N1CCc2c(nc(C)nc2N(C)C)C1	-20
66	Cn1c(=O)c2c(nc3n(CCO)c(-c4cccs4)cn23)n(C)c1=O	-19
67	O=C(O)c1cccc(CC2CCN(C(=O)c3cccc4nccnc34)CC2)c1	-7
68	Cc1cccc(Cn2cc(SCC(N)=O)c3ccccc32)c1	-8
69	Cc1cc(NS(=O)(=O)c2ccc(C(C)C)cc2)c2ccccc2n1	3
70	O=[N+]([O-])c1ccc(N=Nc2c(O)n(Cc3ccccc3)c3ccccc23)c([N+](=O)[O-])c1	5
71	Cc1ccc(CNC(=O)C2CC(=O)N(c3ccccc3)C2)cn1 (stereo unspecified)	-4
72	C=CCC(O)(CC=C)C(C)NC(=O)c1cc(=O)n(C)c(=O)n1C (stereo unspecified)	-14
73	CCN(C(=O)CN1C(=O)NC(C)(C)C1=O)c1ccc(F)cc1	0
74	COC(=O)C1CC2CCCCC2N1CC(=O)NC(C)c1ccc(F)cc1 (stereo unspecified)	-6
75	CC1(C)CC2CC(C)(CN2C(=O)Cn2cnc3sccc3c2=O)C1 (stereo unspecified)	-10
76	NC(=O)c1ccc(OCC(=O)N2CCCC2C2CCCCC2)cc1 (stereo unspecified)	-10
77	O=c1[nH]nc(N=Nc2c(O)[nH]c3c(Cl)cc(Cl)cc23)c(=O)[nH]1	-25
78	COc1ccc2cc(CN3CCCC(O)(CO)CC3)ccc2c1 (stereo unspecified)	-32
79	CC1CN(Cn2c(=O)oc3cc(Br)ccc32)C(C)CO1 (stereo unspecified)	-9
80	Cc1cc(C)c2[nH]c(C(=O)N3[C@@H]4CC[C@H]3CNC(=O)C4)c(C)c2c1	-13
81	O=C(CSc1nnc(C2CC2)o1)N1CCN(c2ccccc2Cl)CC1	-2
82	CN1CCN(c2nccc(N3CCC(O)CC3)n2)CC1C(=O)O (stereo unspecified)	1
83	CN(C)C(CNc1ccc(S(C)(=O)=O)cc1[N+](=O)[O-])c1ccco1 (stereo unspecified)	4
84	CN(C)CCOC1CCCCc2ccccc21 (stereo unspecified)	-2
85	CN(Cc1nc(COc2ccccc2)no1)CC1Cc2ccccc2O1 (stereo unspecified)	-4
86	CC(=O)Nc1ccc(NC(=O)Cn2cnc3c(nnn3Cc3ccccc3)c2=O)cc1	2
87	NC(=O)c1csc(-c2ccc(-c3ccn[nH]3)cc2)n1	-6
88	CC(Nc1cc(Cl)nc(N)n1)c1ccc(Cl)s1 (stereo unspecified)	3
89	CC(C)(C)OC(=O)CN(c1cccc(Cl)c1)S(=O)(=O)c1cccn2cnnc12	-1
90	CCc1c(C)sc2[nH]c(=S)n(CC)c(=O)c12	-2
91	COc1cccc(-c2n[nH]c3c2CN(C(=O)c2cccnc2OC)CC3)c1	-10
92	O=C1CC(Cn2cnc(-c3ccccc3)c2C2CC2)CN1C1CCCC1 (stereo unspecified)	-8
93	COc1ccc(-c2cc(-c3ccc(OC)cc3)c(C#N)c(SC)n2)cc1	-5
94	Cc1nn(CC(=O)N2CCN(C(=O)c3ccc4c(c3)OCO4)CC2)c(=O)c2ccccc12	1
95	CCc1ccc(-c2ccc(NCc3ccc(C)cc3)nn2)cc1S(=O)(=O)NC	0
96	Cc1ccccc1C(C)NCc1nc2cc(Cl)ccc2c(=O)[nH]1 (stereo unspecified)	-4
97	CCOc1ccc(CNS(=O)(=O)N(C)C)cc1C	-3
98	COCCNC(=O)C(C)(C)n1cc(-c2ccc3c(c2)OCCO3)cn1	1
99	C/C(=N/OC(=O)c1ccc(-c2ccccc2)cc1)C(C)(C)C	-1
100	CN(Cc1ccccc1C(F)(F)F)C(=O)c1ncc[nH]1	-12
101	Cn1nc(Oc2ccc3ccc(=O)oc3c2)c(=O)n(C)c1=O	-58
102	O=C(C1=C(O)C(=O)N(CCN2CCOCC2)C1c1cccs1)c1cccs1 (stereo unspecified)	-23
103	CCCCNC(=O)C1(C)CCCCN1C(=O)c1cc(-c2ccccc2)cs1 (stereo unspecified)	-6
104	COCCN(Cc1cccs1)S(=O)(=O)c1ccc(S(=O)(=O)N2CCOCC2)cc1	-3
105	CCc1[nH]c2c(CNC(=O)CC(C)N3CCOCC3)cc(C)cc2c1C (stereo unspecified)	-9
106	O=C(c1ccc(C(F)(F)F)o1)N1CCC2(CCNC2=O)CC1	-5
107	Cc1nccn1CCCNC(=O)CC1C(=O)NCCN1CC1CCCCC1 (stereo unspecified)	-4
108	COc1cccc(N2CCCn3c2nc2c3c(=O)n(CCN3CCOCC3)c(=O)n2C)c1	-10
109	CCN=c1scc(-c2ccc(Br)cc2)n1/N=C1\C(=O)N(C)c2ccccc21	24
110	Cc1sc2nc(CSc3nc4sc5c(c4c(=O)n3C)CCC5)[nH]c(=O)c2c1C	9
111	Cc1ccc(S(=O)(=O)N(C)CCOc2ccccc2C)s1	-18
112	CCc1nc(C)c(C(C)N(C)C(=O)NCC(=O)N2CCCC2)s1 (stereo unspecified)	-5
113	O=c1c2ccccc2sn1CN1CCN(S(=O)(=O)c2cccs2)CC1	3
114	CC(=O)Nc1cccc(C(=O)N(Cc2ccsc2)CC2CCCO2)c1 (stereo unspecified)	-14
115	CN(CCc1ccccc1)C1(C(=O)N2CCOC(CN)C2)Cc2ccccc2C1 (stereo unspecified)	-17
116	Cc1cccc(NC(=O)C(O)(c2ccccc2)c2ccccc2)n1	-5
117	CNC(=O)c1ccccc1NS(=O)(=O)c1ccc(C(F)(F)F)cn1	2
118	O=C(c1ccoc1)N1CC[C@@H](N2CCN(c3ccccc3F)CC2)[C@H](O)C1	-4
119	COc1nc(C)cc(C)c1CNC(=O)c1cc2n(n1)CCCN(C)C2	-16
120	CONc1nc(NC(C)(C)C)nc(OCC#N)n1	-36

In the list so far, these contain a furan ring, fused or not:
#	structure	mcGAS MS inh
15	COC(=O)c1cccc(S(=O)(=O)N(CCC#N)Cc2ccco2)c1	-6
49	O=C(NCCC1CN(Cc2ccco2)CCO1)C(=O)N1CCCC1 (stereo unspecified)	-15
53	CCS(=O)(=O)n1nc(-c2ccco2)nc1N	9
83	CN(C)C(CNc1ccc(S(C)(=O)=O)cc1[N+](=O)[O-])c1ccco1 (stereo unspecified)	4
106	O=C(c1ccc(C(F)(F)F)o1)N1CCC2(CCNC2=O)CC1	-5
118	O=C(c1ccoc1)N1CC[C@@H](N2CCN(c3ccccc3F)CC2)[C@H](O)C1	-4

(listing goes on)
#	structure	mcGAS MS inh
121	COCCOC(=O)C1=C(C)NC2=C(C(=O)C(C(=O)OC)C(C)C2)C1c1ccc(C)o1 (stereo unspecified)	11
122	CC1CCN(Cc2nnnn2CC(=O)N2CCCC2c2nccs2)CC1 (stereo unspecified)	-1
123	Cc1cc(N2CCCC2)ccc1NC(=O)CCc1ccsc1	-3
124	CCC(=O)N1CCCC(C(=O)NC(C)(C)c2ccc3c(c2)OCO3)C1 (stereo unspecified)	-9
125	Cc1cccc(C2c3[nH]c4ccccc4c3CCN2C(=O)CCN2CCCCO2)n1 (stereo unspecified)	-4
126	CCOc1ccc(N2CC(C(=O)O)CC2=O)cc1C(F)(F)F (stereo unspecified)	-12
127	Cc1c(N2C(=O)/C(=C\c3ccco3)SC2=S)c(=O)n(-c2ccccc2)n1C	21
128	Cc1ccc(NC(=O)c2ccc3cc[nH]c3c2)cc1	1

Fetched by compound from above, four records:
#	structure	mcGAS MS inh
127	Cc1c(N2C(=O)/C(=C\c3ccco3)SC2=S)c(=O)n(-c2ccccc2)n1C	21
122	CC1CCN(Cc2nnnn2CC(=O)N2CCCC2c2nccs2)CC1 (stereo unspecified)	-1
123	Cc1cc(N2CCCC2)ccc1NC(=O)CCc1ccsc1	-3
128	Cc1ccc(NC(=O)c2ccc3cc[nH]c3c2)cc1	1

Assay outcomes from PubChem.
